Source: PubChem (several laboratories)
NPY1 pot ag: NPY-Y1 receptor potentiators or agonists, primary screen, cell-based; NPY-Y1 expressing cells, potentiator/agonist activation; activation, % at 3.6 µM; 220,000 compounds, 0.37% hits; in the data active means activation above about 33%, passing the limit was not always enough;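 further: cells stimulated with NPY at EC10 then isoproterenol at EC100; 0% = low agonist plus stimulus and 100% = saturating agonist plus stimulus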
Runt-SMMHC FRET: inhibitors of RUNX1 Runt–CBFb-SMMHC binding, primary screen, biochemical, FRET, Cerulean-Runt, Venus-CBFb-SMMHC, uHTS. inhibition, % at 20 µM. Runt-related transcription factor 1 (Homo sapiens) + Core-binding factor subunit beta …. 220,000 compounds, 0.74% hits. Cerulean-Runt/Venus-CBFb-SMMHC FRET ratio 530/480, 1 h;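 active means mean inhibition across duplicate retests at 20 µM reaching about 50%, limit read from the data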;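 further: 0% = DMSO wells and 100% = wells with excess untagged CBFb-SMMHC; inhibitors lower the FRET ratio by blocking Runt binding to CBFb-SMMHC; some results filed as inactive read as strong as hits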
NPY-Y2 PAM-ag: NPY-Y2 potentiators or agonists, primary screen, cell-based | cells expressing NPY-Y2, potentiator/agonist read-out | 220,000 compounds, 0.45% hits | activation, % at 3.6 µM; in the data active means activation above about 27%;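 further: cells stimulated with NPY near EC25 plus isoproterenol at EC100; 0% = vehicle plus submaximal agonist and 100% = vehicle plus saturating agonist; some results beyond the cut were filed as inactive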
p97 inhibitor: inhibitors of human p97 ATPase, primary screen, biochemical | Transitional endoplasmic reticulum ATPase (Homo sapiens), P55072 | recombinant p97 ATPase, Kinase-Glo ATP luminescence, 3 h | AID 1481, 2009 | inhibition, % at 8 µM | 220,000 compounds, 0.42% hits; in the data active means inhibition above about 15%;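 further: 0% = DMSO vehicle and 100% = wells lacking enzyme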
Runt-CBFb FRET: inhibitors of RUNX1 Runt–CBFb binding, primary screen, biochemical, FRET, Cerulean-Runt, Venus-CBFb, uHTS; Runt-related transcription factor 1 (Homo sapiens) + Core-binding factor subunit beta …; Cerulean-Runt/Venus-CBFb FRET ratio 530/480, 1 h; inhibition, % at 20 µM; 220,000 compounds, 0.46% hits;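 active means inhibition over about 50% at 20 µM in the single-dose screen, limit read from the data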;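 further: 0% = DMSO wells and 100% = excess unlabeled CBFb competitor control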
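Doses: 20 µM compound in 1% DMSO | Material: Cerulean-labeled Runt domain protein | Amount: Each fluorescent fusion protein 100 nM | Schedule: Two 1 h room-temperature incubations shielded from light | Measured by: FRET fluorescence | Evaluation: Loss of energy transfer signal | Controls: Unlabeled CBFb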
NPY Y1 blocker: NPY-Y1 receptor antagonists, primary screen, cell-based; inhibition, % at 3.6 µM; Neuropeptide Y receptor type 1 (Homo sapiens), P25929; 200,000 compounds, 1% hits; AID 1040, 2008; HEK293-CNG Y1 cells, membrane potential fluorescence; NPY at EC95, then isoproterenol;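 active means inhibition above the campaign mean inhibition of all tested compounds plus 3 SD, cut at about 20% in these data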;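 further: 0% = DMSO wells given NPY plus isoproterenol and 100% = isoproterenol alone without NPY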
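material = HEK293 cells with Y1 receptor plus CNG channel | also added = NPY 25 nM then isoproterenol 1 µM plus Ro 20-1724 25 µM | schedule = dye 3 h, compound 60 min room temperature, stimulation 45 min | measured by = membrane potential fluorescence | benchmarks = high control isoproterenol alone, low control NPY with isoproterenol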
RBBP9 inhibitor: human RBBP9 inhibitors, primary screen, biochemical, fluorescence polarization, FP-Rh probe, HTS; recombinant RBBP9; inhibition, % at 7.94 µM; 220,000 compounds, 0.2% hits;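 active means inhibition above the campaign mean of all tested compounds plus 3 SD, cut at about 14% in these data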;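 further: plate controls were DMSO wells with RBBP9 for no effect and wells lacking RBBP9 protein for full effect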
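System: RBBP9 protein | Quantity: 2.5 µM RBBP9 dispensing solution, before mixing | Reagent: FP-Rh probe, 375 nM dispensing solution | Timing: Enzyme-compound preincubation 30 min, then probe labeling 45 min, 25 °C | Measured by: Fluorescence polarization | Read-out: % inhibition | Replication: One well per compound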
MDM2 E3 inh: MDM2-luciferase reporter signal enhancers, primary screen, MDM2 E3 ligase inhibitor project, cell-based, luminescence, 1536-well; 210,000 compounds, 0.11% hits; E3 ubiquitin-protein ligase Mdm2 (Homo sapiens), Q00987; cell-based MDM2 ubiquitination luciferase reporter, 2 h; 0 = plate control, 100 = twice control, blank-subtracted; signal enhancement, % at 5 µM;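 active means signal enhancement of 30% or more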;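 further: luminescence tracks abundance of the self-degrading MDM2-luciferase fusion protein; higher signal means inhibition of MDM2 E3 ligase activity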
Target sequence (Q00987 whole entry, looked up, the tested form may be a part): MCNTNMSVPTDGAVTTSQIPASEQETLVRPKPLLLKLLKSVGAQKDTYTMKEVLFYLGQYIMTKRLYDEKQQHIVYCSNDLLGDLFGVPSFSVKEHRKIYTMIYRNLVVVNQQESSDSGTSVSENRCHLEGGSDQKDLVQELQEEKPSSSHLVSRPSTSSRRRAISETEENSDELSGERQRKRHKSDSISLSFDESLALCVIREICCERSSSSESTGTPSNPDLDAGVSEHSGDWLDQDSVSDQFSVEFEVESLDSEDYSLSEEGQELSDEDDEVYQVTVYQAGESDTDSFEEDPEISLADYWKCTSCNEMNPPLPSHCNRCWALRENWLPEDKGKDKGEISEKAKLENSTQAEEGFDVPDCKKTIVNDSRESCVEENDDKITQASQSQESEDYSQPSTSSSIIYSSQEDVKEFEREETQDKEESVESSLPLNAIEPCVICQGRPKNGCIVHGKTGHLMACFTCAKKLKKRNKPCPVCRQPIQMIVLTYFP
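Assay system: stable mammalian line carrying autodegrading MDM2–luciferase fusion reporter; Input: 2000 cells in each well; Compound dosing: single-point 5 µM; Schedule: 2 h compound exposure at 37 °C; Signal: SteadyLite luciferase luminescence after 15 min room-temperature reagent incubation; Evaluation: % luminescence enhancement versus blank-corrected plate control mean; Benchmarks: plate controls and plate blanks.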
Hck-Nef inh: inhibitors of Nef-activated human Hck kinase, primary screen, biochemical, Z-Lyte FRET, 384-well, Hck-YEEI | Recombinant Hck-YEEI plus Nef, Z-Lyte FRET kinase assay | 220,000 compounds, 0.68% hits | inhibition, % at 20 µM;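 active means Hck-Nef kinase inhibition above about 50%, limit read from the data; inactive means inhibition below that limit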;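 further: 0% = DMSO with Hck plus Nef and 100% = Hck alone without Nef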
Target sequence (P08631 whole entry, looked up): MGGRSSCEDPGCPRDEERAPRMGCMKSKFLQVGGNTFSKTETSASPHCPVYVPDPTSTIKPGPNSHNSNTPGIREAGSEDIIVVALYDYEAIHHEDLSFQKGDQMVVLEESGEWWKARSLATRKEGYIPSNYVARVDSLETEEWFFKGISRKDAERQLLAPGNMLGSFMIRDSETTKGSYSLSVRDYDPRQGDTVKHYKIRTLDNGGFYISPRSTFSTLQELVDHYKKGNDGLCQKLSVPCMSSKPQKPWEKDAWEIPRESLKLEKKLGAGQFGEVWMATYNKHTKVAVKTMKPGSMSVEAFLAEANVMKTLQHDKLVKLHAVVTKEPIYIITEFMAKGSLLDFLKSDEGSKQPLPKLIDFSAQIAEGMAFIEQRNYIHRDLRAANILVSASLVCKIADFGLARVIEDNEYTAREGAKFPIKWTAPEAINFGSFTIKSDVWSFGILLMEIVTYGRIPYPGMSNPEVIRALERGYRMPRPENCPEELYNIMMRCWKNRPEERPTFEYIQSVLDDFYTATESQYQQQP
Starred values were filed as active, the others as inactive; / = no result given; & = joins results of further samples. The order is random; 3.5% or so of the library scored in one or more.

NPY1 pot ag	Runt-SMMHC FRET	NPY-Y2 PAM-ag	p97 inhibitor	Runt-CBFb FRET	NPY Y1 blocker	Structure	RBBP9 inhibitor	MDM2 E3 inh	Hck-Nef inh
24	0	-11	0	1	5	O=C(C[n+]1ccccc1)N/N=C/c1cccs1	-4	-3	19
-3	0	9	-1	-2	6	Cc1noc(C)c1CSc1nc2ccccc2[nH]1	-2	-11	-1
-12	-2	-7	-5	-13	-3	CC(C)Cc1nc2oc3c(=O)[nH]cnc3c2c2c1CCCC2	2	-14	-9
-5	-2	3	-1	5	1	CC(C)(C)c1ccc(-c2csc(NNC3=NCCCCC3)n2)cc1	-1	/	-1
-26	-12	10	-1	3	2	COc1ccc2oc(/C=C/N(C)C)c(C(=O)c3ccc(Cl)cc3)c2c1	-3	-9	98*
-6	-2	-26	-10	0	1	O=C(Nc1nnc(C2CC2)s1)c1ccccn1	-4	-41	0
-15	0	5	2	9	/	CCOC(=O)N1CCN(Cc2c(O)ccc3ccccc23)CC1	-1	-5	0
-5	-1	-15	-4	3	4	O=C1CCc2cc(S(=O)(=O)N3CCCC3C(=O)N3CCN(c4ccccc4F)CC3)ccc2N1 (centres undefined)	-10	-4	1
-3	0	-1	6	-1	1	CCc1nnc(NC(=O)C(C)N2C(=O)C3C4C=CC(C4)C3C2=O)s1 (centres undefined)	-2	-18	1
-57	-1	-27	0	-1	12	O=C(O)Cc1ccc(-c2ccccc2-c2ccccc2)cc1	-5	2	6
-14	0	-5	-4	2	4	O=C1N/C(=N\N=C\c2cccs2)SC1Cc1ccc(Cl)cc1Cl (centres undefined)	-4	-11	1
16	0	20	3	11	0	CCOC(=O)c1cc2sccc2n1CC(=O)N1CCCc2ccccc21	1	11	0
10	4	9	1	-2	-2	CCOc1ccc(C2CC(c3cccc(Cl)c3)n3nc(N)nc3N2)cc1 (centres undefined)	-3	-14	0
-5	2	5	2	-2	2	CSCCC(NS(=O)(=O)c1ccc(Cl)cc1)C(=O)OCC(=O)NC1CC1 (centres undefined)	-1	-11	1
13	-1	0	0	0	/	COc1ccc(/C=C/C(=O)C2(O)CCCCC2)cc1	5	-1	21
-5	5	10	-4	2	-3	CCCn1c(C(O)c2ccc(OCC)cc2)nc2ccccc21 (centres undefined)	-6	1	-1
-22	-1	8	-5	0	-1	Cc1ccc(S(=O)(=O)c2cnc(-c3ccccc3)nc2Oc2ccccc2)cc1	-5	7	2
5	1	-6	5	12	4	O=C(Nc1ccccc1)C1CCN(c2nccs2)CC1	-9	-5	0
11	0	2	4	-2	1	CCc1ccc(-c2ccc(C(=O)C(F)(F)F)[nH]2)cc1	5	-9	2
11	3	4	2	-2	-2	O=C(O)CONC(=O)c1cc(OCC(F)(F)F)ccc1OCC(F)(F)F	-1	-6	2
2	7	14	1	8	3	O=C(Cn1cnc2sc(-c3ccccc3)cc2c1=O)NCc1ccco1	-13	-13	13
10	1	10	1	-2	3	C/C(Sc1nnc(Cc2ccccc2)o1)=C(/O)c1ccccc1	5	-12	0
6	-2	-5	5	1	8	COc1cc(OC)cc(C(=O)NCc2cc(C)nc3ccccc23)c1	-5	-5	11
-2	2	-3	-3	/	0	O=C(O)c1cnn(-c2ccccc2)c1-n1cccc1	-2	-14	13

Only Runt-SMMHC FRET, p97 inhibitor and MDM2 E3 inh, for two of the compounds above:
| SMILES | Runt-SMMHC FRET | p97 inhibitor | MDM2 E3 inh |
| --- | --- | --- | --- |
| C/C(Sc1nnc(Cc2ccccc2)o1)=C(/O)c1ccccc1 | 1 | 1 | -12 |
| COc1cc(OC)cc(C(=O)NCc2cc(C)nc3ccccc23)c1 | -2 | 5 | -5 |

Next part:
NPY1 pot ag	Runt-SMMHC FRET	NPY-Y2 PAM-ag	p97 inhibitor	Runt-CBFb FRET	NPY Y1 blocker	Structure	RBBP9 inhibitor	MDM2 E3 inh	Hck-Nef inh
-2	2	8	2	1	5	O=C(/C=C/c1ccc(Cl)cc1)Nc1ccc(Br)cn1	1	-8	16
30	1	-7	3	6	1	CCN(C(=S)Nc1ccc(C(C)=O)cc1)C1CCCCC1	-9	7	12
-7	-2	-4	2	1	1	O=C(C1CCCN1C(=O)c1cccs1)N1CCc2ccccc21 (centres undefined)	-9	6	-2
7	7	18	3	0	-6	O=C(CN1C(=O)C2C3C=CC(C3)C2C1=O)NCCc1ccccc1 (centres undefined)	-7	3	2
-49&-43	-1&5	-35&-25	-1&14	-1&12	11&14	CC(Sc1ccc2ccccc2n1)C(=O)O (centres undefined)	-11&-5	9&2	-1&0
-6	-9	-10	1	-4	-5	Cc1ccc2c(Cl)cc(Cl)c(OCC(=O)Nc3cccc(S(N)(=O)=O)c3)c2n1	-12	7	0
-5	-7	8	5	-2	0	COC(=O)Cn1c(C)c(C(C)=O)c(C(C)=O)c1C	-2	0	0
11	0	-5	4	/	8	CCc1nc2ccccc2n1CCc1ccccc1	-4	-5	2
0	5	-4	0	-1	-2	Cc1cc(C)c(N2C(=NC(=O)CCCC(=O)O)SC3CS(=O)(=O)CC32)c(C)c1 (centres undefined)	3	-55	0
18	0	-2	10	-1	6	COCCN(C(=S)Nc1ccc(C)cc1C)C(C)c1ccco1 (centres undefined)	7	16	23
-10	0	1	0	-2	/	Cc1ccc(C(=O)Nc2ccccc2C(=O)N2CCCCCC2)cc1	3	-12	8
4	0	-16	-3	2	/	Cc1cc(C)c(NC(=O)Cn2c([N+](=O)[O-])cnc2C)c(C)c1	2	/	-2
-6	-9	-12	-10	3	2	CCOc1cc(N2CCOCC2)c(OCC)cc1NC(=O)Cc1cccc2ccccc12	-8	-3	-29
-2	-34	-10	4	1	-3	CC(=O)NC(=O)NC1OC(=O)C(Cl)=C1Cl (centres undefined)	-8	-21	0
0	-4	-9	6	0	5	CCOc1cc(N2CCOCC2)c(OCC)cc1NC(C)C(=O)N1CCN(CC)CC1 (centres undefined)	-4	-2	19
-20	-1	13	-4	-7	-3	OC1(c2cccc(C(F)(F)F)c2)CCN(Cc2nnnn2CCc2ccccc2)CC1	2	1	12
-2	4	-5	1	-1	10	c1ccc(CN2CCC(Nc3nc(-c4cccnc4)nc4ccccc34)CC2)cc1	-9	3	15
3	2	-1	-4	-1	0	CCCCCCCN(C(=O)CCl)c1cccc(C)c1	-13	-9	0
-17	-33	4	3	-2	1	COc1cccc(CNC(=O)CCCCCn2c(=S)[nH]c3ccc(N4CCOCC4)cc3c2=O)c1	-6	/	2
2	-1	-2	-3	10	3	Cc1ccc(C(=O)/C=C/c2cn(CN3CCN(C)CC3)c3ccccc23)cc1	-4	7	2
0	4	2	-1	-10	0	CCOc1cc(C(=O)Nc2ccc(S(=O)(=O)NC3=NCCCCC3)cc2)cc(OCC)c1OCC	-5	9	17
-22	-1	-3	0	-4	1	COc1ccc(NC(=O)c2nn(C)c(=O)c3ccccc23)cc1S(=O)(=O)Nc1ccccc1Cl	-16	-18	22
6	0	8	1	0	-2	CCCCC(=O)N/N=C(/C)C1=C(C)C(C)(C)OC1=O	4	9	16
-12	-1	12	-3	-1	/	Cc1c(C)c(C)c(CN2CCSCC2)c(C)c1C	-2	-4	-6
5	-2	13	5	0	-3	COCCSc1nnc(NC(=O)c2ccc([N+](=O)[O-])cc2)s1	-6	-3	26
9	1	-3	3	-8	6	CN(C)c1oc(-c2ccc(Cl)cc2)nc1S(=O)(=O)c1ccccc1	-7	2	1
-21	-1	-1	1	-3	-2	O=C(CSc1nnc(CCCN2C(=O)c3cccc4cccc(c34)C2=O)n1-c1ccccc1)NCCCN1CCOCC1	-11	-8	7
-13	-4	-5	-2	3	3	Cc1nn2c(=O)cc(CSc3nc4ccccc4[nH]3)nc2s1	-8	-9	1

One compound at a time, as listed above:
Cc1c(C)c(C)c(CN2CCSCC2)c(C)c1C reads NPY1 pot ag = -12; Runt-SMMHC FRET = -1; NPY-Y2 PAM-ag = 12; p97 inhibitor = -3; Runt-CBFb FRET = -1; NPY Y1 blocker = /; RBBP9 inhibitor = -2; MDM2 E3 inh = -4; Hck-Nef inh = -6
COc1ccc(NC(=O)c2nn(C)c(=O)c3ccccc23)cc1S(=O)(=O)Nc1ccccc1Cl reads NPY1 pot ag = -22; Runt-SMMHC FRET = -1; NPY-Y2 PAM-ag = -3; p97 inhibitor = 0; Runt-CBFb FRET = -4; NPY Y1 blocker = 1; RBBP9 inhibitor = -16; MDM2 E3 inh = -18; Hck-Nef inh = 22
CC(Sc1ccc2ccccc2n1)C(=O)O (centres undefined) reads NPY1 pot ag = -49&-43; Runt-SMMHC FRET = -1&5; NPY-Y2 PAM-ag = -35&-25; p97 inhibitor = -1&14; Runt-CBFb FRET = -1&12; NPY Y1 blocker = 11&14; RBBP9 inhibitor = -11&-5; MDM2 E3 inh = 9&2; Hck-Nef inh = -1&0
